Screens (PubChem)
Smad3 inh: Smad3 (human) transcription factor binding inhibition; P84022; 88,000 tested, 0.29% active; inhibition, % at 25 µM; AID 630; TR-FRET Smad3/Dy647-FoxH1 peptide binding, europium anti-His;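 active means compounds that reduce the energy-transfer binding signal between the protein and its labelled peptide by more than half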;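 further: 0% = Smad3 plus labelled peptide maximal FRET and 100% = peptide-only background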
H69AR growth 86K: growth inhibitors of human H69AR lung tumor cells; H69AR lung tumor viability, ATP luminescence, 72 h; hits give low values; viability, % at 10 µM; 85,000 tested, 6% active;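 active means viability at or below 40%; inactive means viability above 40%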;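 further: multidrug resistant small cell line overexpressing MRP-1 efflux transporter; 100% = mean luminescence of untreated control wells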
Mac1 fbg enh: CD11b/CD18-fibrinogen binding enhancement. P05107+P11215. K562 CD11b/CD18 adhesion to fibrinogen, ATPlite luminescence. activation, % at 10 µM. 93,000 tested, 0.07% active. AID 1499;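 active means 10 µM primary screen giving 50% or more activity, confirmed by 40% or more on retest at that dose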; further: strong numbers were not always called active
Target sequence (P05107 whole entry, looked up, other chains not shown): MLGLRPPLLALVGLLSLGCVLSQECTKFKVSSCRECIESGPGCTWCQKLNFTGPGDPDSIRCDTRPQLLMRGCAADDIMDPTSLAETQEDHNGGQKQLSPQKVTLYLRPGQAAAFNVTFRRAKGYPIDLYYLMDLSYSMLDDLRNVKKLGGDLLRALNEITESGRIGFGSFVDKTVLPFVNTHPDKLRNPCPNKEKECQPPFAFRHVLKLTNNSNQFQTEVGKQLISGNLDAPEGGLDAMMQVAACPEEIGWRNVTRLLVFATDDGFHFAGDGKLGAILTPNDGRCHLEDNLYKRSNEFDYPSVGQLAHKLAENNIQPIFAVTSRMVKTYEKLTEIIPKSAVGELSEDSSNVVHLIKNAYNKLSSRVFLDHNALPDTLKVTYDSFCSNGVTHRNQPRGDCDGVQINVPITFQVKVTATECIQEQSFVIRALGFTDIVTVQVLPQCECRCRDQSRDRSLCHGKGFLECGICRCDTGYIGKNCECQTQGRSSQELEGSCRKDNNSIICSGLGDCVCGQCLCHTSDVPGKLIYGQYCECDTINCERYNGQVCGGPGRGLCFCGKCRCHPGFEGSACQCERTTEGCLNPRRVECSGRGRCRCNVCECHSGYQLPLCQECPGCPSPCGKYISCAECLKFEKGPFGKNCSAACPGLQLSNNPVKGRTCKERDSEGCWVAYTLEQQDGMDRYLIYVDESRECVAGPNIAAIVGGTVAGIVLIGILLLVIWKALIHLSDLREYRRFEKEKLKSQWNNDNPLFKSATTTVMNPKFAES
Lung fibro prol: blocks proliferation of human lung fibroblasts. LL 47 human lung fibroblast viability, ATP luminescence; hits give low values. viability, % at 10 µM. 85,000 tested, 1.1% active;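 active means viability at or below 50% in the single dose screen; inactive means viability above 50%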;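 further: compound exposure lasted 72 h before the ATP readout; 100% = median luminescence of untreated cell-only wells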
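Material: human LL 47 lung fibroblast cells; quantity: 1,150 cells/well; medium: IMEM plus 15% FBS; doses: 0.1% DMSO in all compound wells; timing: overnight attachment after seeding, then 72 h compound exposure at 37 °C; detection: CellTiter-Glo luminescence; measure: % viability of median cell-only signal; controls: cell-only wells, no compound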
HUVEC prolif 384: blocks proliferation of human endothelial cells; HUVEC proliferation, CellTiter-Glo luminescence, 72 h; hits give low values; viability, % at 10 µM (by protocol); 86,000 tested, 1.1% active; AID 648;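 active means viability at or below 30%; inactive means viability above 30%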;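 further: 100% = median luminescence of DMSO-only cell control wells on each plate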
MT1-MMP txn act: activates MT1-MMP transcription; activation factor at 10 µM; 86,000 tested, 0.16% active; AID 750; HT1080 MT1-MMP promoter luciferase reporter, luminescence, overnight; hits give high values;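 active means activation factor of at least 2 for MT1-MMP transcription at 10 µM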
ERa coact pot: ER-alpha (human) coactivator binding potentiation. P03372. coactivator binding (% of control), % at 25.6 µM. AID 639. TR-FRET ERalpha-LBD/SRC-Cy5 coactivator binding, 2 h; 100 = basal binding, no effect. 86,000 tested, 1.3% active; in the data active means activity above about 200%;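 further: binding measured in presence of low estradiol as agonist stimulus; 0% = peptide alone without receptor and 100% = receptor with peptide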
ERb coact inh: blocks coactivator binding to human estrogen receptor beta; Q92731; TR-FRET ER-beta LBD / SRC1-Cy5 peptide binding; receptor agonist-loaded with 1 µM estradiol; inhibition, % at 25.6 µM; 86,000 tested, 1.3% active;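 active means compounds whose percent inhibition of the receptor-coactivator binding signal exceeds about 50% in the single-dose screen, limit read from the data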;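 further: 0% = receptor plus peptide wells without compound and 100% = peptide-only wells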
ERa SRC1 inh: blocks coactivator binding to human estrogen receptor alpha | P03372 | TR-FRET ER-alpha LBD / SRC-1 peptide, estradiol-bound | inhibition, % at 25.6 µM | 86,000 tested, 1.7% active; in the data active means inhibition above about 50%;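 further: 0% = receptor plus peptide control and 100% = peptide only without receptor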
* hit, by the source's call; . = not tested or not shown; [ ] = remark or other dose. Not all compounds are listed, so the mix of outcomes need not match the whole.

Preview, 2 compounds:
SMILES	Smad3 inh	H69AR growth 86K	Mac1 fbg enh	Lung fibro prol	HUVEC prolif 384	MT1-MMP txn act	ERa coact pot	ERb coact inh	ERa SRC1 inh
COc1ccccc1S(=O)(=O)Cc1ccc(C(=O)N2CCN(c3cccc(Cl)c3)CC2)o1	-1.7	9.4*	-4.0	64.0	59.2	1	89.0[fluorescence artefact?]	1.7[fluorescence artefact?]	-13.3
O=C(OCC#CCSc1nnc(-c2ccc([N+](=O)[O-])cc2)o1)c1cccs1	12.9	36.6*	-2.0	98.0	90.9	1.1	118.9	-3.0[fluorescence artefact?]	3.6

Results, repeating the preview:
SMILES	Smad3 inh	H69AR growth 86K	Mac1 fbg enh	Lung fibro prol	HUVEC prolif 384	MT1-MMP txn act	ERa coact pot	ERb coact inh	ERa SRC1 inh
COc1ccccc1S(=O)(=O)Cc1ccc(C(=O)N2CCN(c3cccc(Cl)c3)CC2)o1	-1.7	9.4*	-4.0	64.0	59.2	1	89.0[fluorescence artefact?]	1.7[fluorescence artefact?]	-13.3
O=C(OCC#CCSc1nnc(-c2ccc([N+](=O)[O-])cc2)o1)c1cccs1	12.9	36.6*	-2.0	98.0	90.9	1.1	118.9	-3.0[fluorescence artefact?]	3.6
CCCn1c2ccccc2c2nnc(SCC(=O)OC)nc21	-1.5	91.1	0.5	97.8	107.3	1.1	101.5	5.8	-1.5
O=C1c2ccccc2C(=O)N1C/C=C/CN1C(=O)c2ccccc2C1=O	2.7	89.0	1.5	105.8	102.7	1	105.0	-2.0	-3.9
Cc1ccc(CN(c2ccc(C(=O)Nc3ccc4c(c3)OCO4)cc2)S(C)(=O)=O)cc1	12.0	58.5	17.5	89.6	71.2	1.3	117.6	-0.1	-9.0
CC12CC(c3ccccc3O1)C(C(=O)N1CCOCC1)C(=O)N2 (centres undefined)	-7.8	93.7	9.6	103.5	101.2	1.1	90.1	7.0	8.4[fluorescence artefact?]
COCCNC(=O)CN(C(=O)CCC(=O)Nc1ccccn1)c1ccc(F)c(Cl)c1	-14.6	105.0	0.5	102.5	102.0	1	91.3	1.8[fluorescence artefact?]	1.3
Cc1ccccc1Cn1c(=O)n(Cc2ccco2)c(=O)c2ccccc21	-6.7	96.7	4.3	92.3	91.8	1.2	102.1	-10.2	-16.0
CCCCOc1ccc(NC(=O)C2CC=CCC2C(=O)O)cc1 (centres undefined)	-1.5	85.1	-1.9	98.8	92.2	1.1	106.4	2.8[fluorescence artefact?]	3.2[fluorescence artefact?]
CC(C)c1ccc(NC(=O)N2CCC(c3nc4ccccc4o3)CC2)cc1	-1.9	78.5	-1.8	90.8	86.8	1	115.1	-1.5	3.2
COC(=O)[C@@H](NC(=O)Nc1ccc(C(C)=O)cc1)C(C)C	13.9[fluorescence artefact?]	107.0	.	95.5	102.3	1.3	110.8	14.3	1.6
Cc1nc(Cl)c(C(=O)NC(=O)Nc2cccc(C(F)(F)F)c2)c(C)c1[N+](=O)[O-]	2.6	6.7*	.	94.0	78.1	1.2	119.2	-8.3	-9.3
COc1cc2[nH]c(=O)n(CCCCCC(=O)N3CCN(c4ccccc4)CC3)c(=O)c2cc1OC	8.2	64.8	2.6	96.7	66.2	0.9	101.6	0.9	4.7
Cc1cc2n(n1)C(c1ccc(O)cc1)Nc1ccccc1-2 (centres undefined)	2.0	96.9	0.9	92.7	88.7	1	111.5	1.9	-1.9
CC/C(O)=N\S(=O)(=O)c1ccc(N=NN(C)C)cc1	8.7	85.7	.	97.5	99.8	1.2	105.2	-1.0	4.8
COc1ccc(CCNC(=O)CCC(=O)N2CCN(S(=O)(=O)c3ccc(Cl)cc3)CC2)cc1OC	-2.2	100.5	1.9	100.1	102.2	1.2	93.2	-7.0	-1.2
CCCC(=O)N=C1SC2CS(=O)(=O)CC2N1c1ccc(C(C)=O)cc1 (centres undefined)	2.4	87.8	1.2	101.3	85.2	1	118.2	-6.1[fluorescence artefact?]	8.9[fluorescence artefact?]
CCN(CC)CCNC(=O)Cn1c(-c2ccccn2)nc2ccccc21	1.1	113.4	1.9	102.4	94.1	1	115.9	6.3	5.2
COc1nc(-c2ccccc2)cc(-c2ccccc2)n1	4.7	.	6.3	92.8	90.4	1	99.1[fluorescence artefact?]	-1.3	13.0
COc1ccc(C2=NOC(C(=O)Nc3c(C)n(C)n(-c4ccccc4)c3=O)C2)cc1 (centres undefined)	9.5	93.1	-3.8	90.5	93.9	.	119.1	-7.8	-11.1
COc1ccc(NC(=O)CCN2CCN(S(=O)(=O)c3ccc(Cl)cc3)CC2)cc1	9.5	63.6	-0.8	107.0	96.7	1.3	99.6	1.4	-7.4
C=CCn1cc(C(=O)NCc2cccnc2)c(=O)c2cc(S(=O)(=O)N(CC)CC)ccc21	-3.2	83.2	18.4	93.9	88.6	1	102.9	-8.7[fluorescence artefact?]	14.3
CC(C)OC(=O)CC(=O)CSc1nc2c(cc1C#N)CCCCC2	1.6	104.7	3.7	100.1	86.7	1.5	90.8	-5.2	-5.9
c1ccc(OCc2nc(-c3ccccc3)no2)cc1	6.0	97.9	3.3	110.5	112.3	1.6	90.2[fluorescence artefact?]	-1.6[fluorescence artefact?]	3.4
Cc1cc(Cl)c(S(=O)(=O)N2CCCCCC2)cc1OCC(=O)NC1CCCCC1	8.7	81.8	-4.7	91.3	77.6	1.1	90.4	0.5	6.7
O=C(NCc1cccnc1)c1cccc(S(=O)(=O)N2CCOCC2)c1	-4.8	94.6	-1.4	96.1	101.5	1.2	105.4	3.3[fluorescence artefact?]	-8.6
CC(C)(C)n1c(=O)[nH]c2c(c1=O)CCC2	8.1	102.7	-1.4	95.3	90.5	1.1	123.8	-0.6	-7.8
Cc1cc(C(=O)CN2CC(C)OC(C)C2)c(C)n1-c1ccccc1 (centres undefined)	-2.6	90.6	-0.7	96.3	94.7	1.5	100.5	-11.9	-4.1
COc1ccc(-c2cc(C(F)(F)F)nc(N3CCN(C)CC3)n2)cc1	4.3	57.1	5.2	102.1	76.0	0.9	80.5	15.7[fluorescence artefact?]	30.8[fluorescence artefact?]
COc1cc2c(cc1OC)CN(CC(=O)NC(=O)NCc1ccco1)CC2	-4.4	96.9	-1.0	89.2	97.6	1.1	110.9	6.3	-5.2
Cc1ccc(-c2csc(N)n2)s1	-7.2	79.4	5.5	96.3	83.5	1.5	94.2	-16.7[fluorescence artefact?]	-12.9
O=C(Oc1cccnc1)c1ccc(Cl)c(Cl)c1	1.8	71.8	-0.1	99.7	83.6	1	96.6	-9.0	-0.4
CC1=C(C(=O)OC(C)C)C(c2ccc(C)o2)NC(=O)N1 (centres undefined)	5.4	84.0	.	96.6	98.5	1.2	106.4[fluorescence artefact?]	-7.0[fluorescence artefact?]	-7.2
COc1ccc(NC(=O)c2oc3ccccc3c2NC(=O)c2ccco2)c(OC)c1	10.8[fluorescence artefact?]	56.4	.	99.3	73.2	1	59.5[fluorescence artefact?]	-7.5	0.2
O=C(NC1CCCCCC1)c1cccc(COCC(F)(F)F)c1	-12.5	90.1	.	91.9	92.7	1.6	122.0	3.5	-12.0
CC1(C)SC(=S)N(/N=C/c2ccccc2)C1N(O)C(=O)Nc1ccc([N+](=O)[O-])cc1 (centres undefined)	-3.9	37.3*	-4.7	86.3	86.5	1.3	98.5	-10.3	-11.1
O=c1c2ccccc2nnn1CSc1nnc(C2COc3ccccc3O2)n1-c1ccccc1 (centres undefined)	2.3	80.1	2.8	94.0	88.5	1.1	96.8	-0.8	-9.6
CC(C)c1ccc(OCC(O)CN2CCN(c3ccccc3)CC2)cc1 (centres undefined)	0.3	96.7	1.7	100.5	87.5	1	107.1	4.5	-4.8
CCOc1ccc(C2N(c3ccc(OC)cc3)C(=O)C3CCCN32)cc1OC (centres undefined)	7.5	86.7	-2.3	95.3	94.1	1.1	110.5	-12.5	-9.6
CC(C)(C)C(=O)/C=C/Nc1ccccc1O	7.0	42.5	0.0	109.0	105.8	1.1	107.0	3.1[fluorescence artefact?]	2.2[fluorescence artefact?]

Taken from above.
CC(C)(C)C(=O)/C=C/Nc1ccccc1O @ ERa coact pot: 107.0
COc1ccc(NC(=O)c2oc3ccccc3c2NC(=O)c2ccco2)c(OC)c1 @ Lung fibro prol: 99.3
CCOc1ccc(C2N(c3ccc(OC)cc3)C(=O)C3CCCN32)cc1OC (centres undefined) @ ERa coact pot: 110.5
CC(C)c1ccc(OCC(O)CN2CCN(c3ccccc3)CC2)cc1 (centres undefined) @ ERa SRC1 inh: -4.8

The results go on.
SMILES	Smad3 inh	H69AR growth 86K	Mac1 fbg enh	Lung fibro prol	HUVEC prolif 384	MT1-MMP txn act	ERa coact pot	ERb coact inh	ERa SRC1 inh
COc1ccc(OC)c(C(=O)CSc2nnc(-c3ccc(OC)c(OC)c3)o2)c1	-21.3[fluorescence artefact?]	84.4	1.6	30.3*	67.4	1	329.1*	27.1[fluorescence artefact?]	-10.5[fluorescence artefact?]
COC(=O)c1cc(=O)nc2sc3cc(OC)ccc3n12	0.4	95.7	.	91.5	99.5	1.1	94.8	-10.0	-7.2
CCCOC(=O)CSc1nnc(-c2ccccc2Cl)o1	-1.5	113.1	0.9	95.2	100.9	1.1	103.1	-13.9	-7.8
O=C(c1ccccc1C(F)(F)F)N1CCN(S(=O)(=O)c2ccccc2)CC1	-7.0	98.5	-2.2	98.3	104.8	1.1	121.0	-8.5	-5.3
c1ccc(CCc2nn3c(Cc4ccccc4)nnc3s2)cc1	-5.5	82.9	-5.9	100.0	82.8	1.4	84.3	-6.0	-3.6
CCN(c1ccccc1)S(=O)(=O)c1ccc2[nH]cc(C(=O)N3CCOCC3)c(=O)c2c1	-6.3	94.4	-0.3	103.1	83.4	1.1	31.0[fluorescence artefact?]	29.4	47.4
O=C(Nn1cnnc1)c1cc(-c2ccccn2)nc2ccccc12	8.8	107.3	-6.4	102.3	91.2	1.3	98.0	6.2	-2.2
O=C(N/N=C/C(Br)=C/c1ccccc1)c1n[nH]c2c1CCC2	8.8	1.8*	0.3	59.3	30.3	0.9	110.1[fluorescence artefact?]	-15.4	-27.1
CC(C)C(NC(=S)NCc1ccccc1)C(=O)O (centres undefined)	0.0	88.7	-3.8	87.1	78.1	1	96.4	2.0	-5.9
CCOC(=O)CSc1nnc(CNC(=O)c2cc(OCC)c(OCC)c(OCC)c2)n1C	7.0	100.7	0.3	99.5	90.2	1.1	101.2	5.3	5.5
CN1CCCC(OC(=O)COc2ccc(Br)cc2)C1 (centres undefined)	2.6[fluorescence artefact?]	98.2	2.3	96.8	96.7	1.6	118.8	-4.0	6.3
O=c1c2c3c(sc2ncn1-n1cccc1)CCCCC3	-12.6	90.5	.	112.8	110.7	1.2	103.8	0.1	1.5
O=C(Nc1nc2ccc(S(=O)(=O)N3CCCC3)cc2s1)c1cccs1	10.7	36.4*	3.4	89.4	59.4	1.3	70.6	-19.1	-12.9
O=C(CCC(=O)OCCCC(F)(F)C(F)(F)F)NC1CCCCC1	-5.0	95.1	0.7	100.9	93.9	1.1	110.6[fluorescence artefact?]	-2.3[fluorescence artefact?]	6.7
CCOC(=O)C1C(=O)NC(N2CCN(Cc3ccccc3)CC2)=NC1c1ccco1 (centres undefined)	-1.1	96.3	2.4	100.2	103.1	1.1	125.8	0.8	3.9
Cc1occc1C(=O)NCCCCNC(=O)c1ccoc1C	7.6	94.6	1.4	105.2	102.4	1	132.2	-7.4	-5.6
Cn1c(Cn2nnc3ccccc32)nnc1SCC(=O)Nc1ccc2c(c1)OCO2	-10.0[fluorescence artefact?]	68.1	-3.2	100.2	91.7	1	88.7	1.2	9.8[fluorescence artefact?]
CCN(Cc1ccccc1)C(c1ccc(C)cc1)c1nnnn1C(C)(C)C (centres undefined)	0.6	88.9	-1.4	90.4	106.6	1.1	98.8[fluorescence artefact?]	6.2[fluorescence artefact?]	10.1[fluorescence artefact?]
